PLCb3 inh – blocks human PLC-beta3 enzyme activity; Purified PLC-beta3, fluorogenic substrate, fluorescence; 370,000 tested, 0.18% active; inhibition, % at 12.2 µM; AID 720704; Q01970; in the data active = inhibition above about 11%;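 also: 0% = median of compound wells on plate and 100% = full blocker control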
ADAM17 inh – inhibitors of human ADAM17 | P78536 | recombinant ADAM17, EDANS/DABCYL FRET peptide cleavage | inhibition, % at 6.95 µM | 370,000 tested, 0.83% active | AID 720648;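 active = inhibition above the mean of compounds lying between control limits plus 3 SD, set per campaign, cut at about 8.5% in these data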;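 also: 0% = DMSO-only wells as the low control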
Target sequence (P78536 215-824 limits assumed): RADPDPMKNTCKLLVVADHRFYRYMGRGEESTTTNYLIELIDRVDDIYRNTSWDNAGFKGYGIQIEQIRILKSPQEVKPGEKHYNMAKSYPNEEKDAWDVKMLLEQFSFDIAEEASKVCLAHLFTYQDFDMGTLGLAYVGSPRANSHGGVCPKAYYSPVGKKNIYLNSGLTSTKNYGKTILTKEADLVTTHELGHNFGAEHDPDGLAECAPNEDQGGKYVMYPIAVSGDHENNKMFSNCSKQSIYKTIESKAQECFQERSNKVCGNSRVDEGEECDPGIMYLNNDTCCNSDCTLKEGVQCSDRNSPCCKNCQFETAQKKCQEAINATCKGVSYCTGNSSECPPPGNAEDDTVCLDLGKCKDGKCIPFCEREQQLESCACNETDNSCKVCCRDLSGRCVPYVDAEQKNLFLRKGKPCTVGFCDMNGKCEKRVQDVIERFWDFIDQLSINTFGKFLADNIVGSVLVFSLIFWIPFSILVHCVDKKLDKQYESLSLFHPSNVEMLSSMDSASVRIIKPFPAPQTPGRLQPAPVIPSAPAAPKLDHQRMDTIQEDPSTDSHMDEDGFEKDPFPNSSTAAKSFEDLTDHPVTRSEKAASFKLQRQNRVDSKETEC
Rev-erbA mod – Rev-erb alpha (human) modulation; activity, % at 10 µM; 370,000 tested, 0.79% active; Rev-erbα–FITC-DNA binding, fluorescence polarization, 90 min;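 active = activity above about 14%, limit read from the data; passing the limit was not always enough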;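 also: 0% = DMSO wells with 35 nM protein and 100% = DMSO wells with 750 nM protein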
MBD2 DNA inh – MBD2-methylated oligo binding inhibition. Q9UBB5. inhibition, % at 4.4 µM. TR-FRET, MBD2 binding to methylated oligonucleotide. 370,000 tested, 0.31% active; in the data active = inhibition above about 13%
Target sequence (Q9UBB5 whole entry, looked up): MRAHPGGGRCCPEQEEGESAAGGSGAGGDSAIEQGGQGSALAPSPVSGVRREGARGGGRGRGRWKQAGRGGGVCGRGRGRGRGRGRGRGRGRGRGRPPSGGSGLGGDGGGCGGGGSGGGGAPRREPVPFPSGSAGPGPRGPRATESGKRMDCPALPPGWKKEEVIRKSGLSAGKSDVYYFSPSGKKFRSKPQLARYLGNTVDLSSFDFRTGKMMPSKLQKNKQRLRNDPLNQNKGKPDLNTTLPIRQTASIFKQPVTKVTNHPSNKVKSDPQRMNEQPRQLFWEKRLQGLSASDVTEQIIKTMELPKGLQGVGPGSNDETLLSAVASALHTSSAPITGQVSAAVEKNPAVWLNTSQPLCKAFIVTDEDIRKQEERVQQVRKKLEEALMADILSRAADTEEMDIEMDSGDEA
ssDAF12 agonist – activates DAF-12 receptor from parasite S. stercoralis; HEK293 ssDAF-12/GRIP1 lit1-tk-luc reporter, luminescence; % of 3 µM dafachronic acid response; activation, % at 6.8 µM; 370,000 tested, 1% active;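 active = activation above the mean over all tested compounds plus 3 SD, cut at about 0.9% in these data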;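 also: 0% = DMSO-only wells and 100% = 3 µM delta7-dafachronic acid wells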
DAX1 inh-1 – inhibitors of DAX1 repression of SF-1 activated StAR promoter; HEK293T StAR-luciferase reporter, SF-1/DAX-1 repression relief; inhibition, % at 6.8 µM; 370,000 tested, 1.1% active; AID 652010;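 active = inhibition above the mean over all tested compounds plus 3 SD, cut at about 3.6% in these data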;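 also: 0% = DAX-1 cells with DMSO and 100% = cells lacking DAX-1 with DMSO; higher inhibition means more luminescence from relief of DAX-1 repression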
hcDAF-12 act – H. contortus DAF-12 activation, primary screen; HEK293 hcDAF-12 lit1-tk-luc reporter, luminescence; 0% DMSO, 100% Δ7-dafachronic acid; activation, % at 6.8 µM; 370,000 tested, 1.4% active; AID 652067;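 active = activation above the mean of all tested compounds plus 3 SD, cut at about 5.5% in these data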;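 also: 100% = response to 3 µM Δ7-dafachronic acid high control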
hgDAF-12 ag – agonists of H. glycines DAF-12 nuclear receptor | activation, % at 6.8 µM | AID 687014 | 370,000 tested, 1.8% active | HEK293 GAL4-hgDAF12 UAS-luciferase reporter, agonist luminescence; normalized to butyrate control;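 active = activation above a cutoff set at the mean of all screened compounds plus 3 SD, cut at about 10% in these data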;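 also: 0% = DMSO wells and 100% = sodium butyrate wells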
DAX1 inh-2 – inhibits human nuclear receptor DAX1 | P51843 | AID 504766 | HEK293 Gal4-DAX1 luciferase reporter, luminescence | 340,000 tested, 0.99% active | inhibition, % at 6.75 µM;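 active = inhibition above the mean over all tested compounds plus 3 SD, cut at about 4.2% in these data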;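 also: 0% = DAX1-transfected cells with DMSO and 100% = empty-vector control cells with DMSO; inhibition shows as a rise in luminescence from relieved DAX1 repression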
SMARCA2 act – activators of SMARCA2 function; MG213 cells, MMTV-luciferase reporter, dexamethasone, overnight; activation, % at 9.1 µM; 370,000 tested, 1% active; in the data active = activation above about 7.8%;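 also: 0% = vehicle wells and 100% = reference activator wells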
PLCg1 inh – PLC-gamma1 (human) inhibition, primary screen. P19174. purified PLC-gamma1, fluorogenic substrate, fluorescence. inhibition, % at 12.2 µM. 370,000 tested, 0.84% active; in the data active = inhibition above about 9.5%
Starred values were filed as active, the others as inactive; i = inactive; . = no result given; & = joins results of further samples.

SMILES	PLCb3 inh	ADAM17 inh	Rev-erbA mod	MBD2 DNA inh	ssDAF12 agonist	DAX1 inh-1	hcDAF-12 act	hgDAF-12 ag	DAX1 inh-2	SMARCA2 act	PLCg1 inh
CCc1noc(C)c1C(=O)N(CC)c1nc2c(C)cccc2s1	-4	1	1	2	-0.3	0.8	-1.6	0.0	-1.3	-1	1
Cc1cccc(CS(=O)(=O)Cc2ccc(C(=O)NCc3cccnc3)o2)c1	0	-6	-1	3	-1.7	-0.3	-0.7	1.2	0.0	-3	-2
Nc1c(C(=O)Nc2ccc(F)cc2)sc(=S)n1-c1ccccc1F	-2	2	1	-4	-1.7	0.5	0.5	4.1	0.9	8.4*	4
COc1ccc(/C=N/NC(=O)c2ccncc2)cc1COc1ccc(NC(C)=O)cc1	-17	-2	10	3	-1.4	0.0	-1.5	-2.3	.	-4	-9
CCc1cc(-c2cnnn2Cc2ccccc2)ccc1-c1cn(CC(C)C)nn1	-1	2	-5	-2	-1.6	-1.5	-1.6	-4.2	-2.6	-6	0
COC(=O)C(CC(C)C)N1CCC(=O)c2ccccc2S1(=O)=O (stereo not drawn)	1	-3	-1	-3	-1.2	-0.3	-2.4	-0.1	-0.5	0	0
CCc1ccc2[nH]c(=O)c(CN(CCCN3CCOCC3)C(=O)Nc3ccc(Cl)cc3)cc2c1	-6	-7	3	10	-0.9	-0.4	-2.5	-0.2	1.6	-1	-6
Cc1ccc(NCc2cccc(B(O)O)c2)cc1	-2	-3	8	-1	0.7	0.9	1.6	3.5	-0.7	-1	-2
COc1ccc(NC(C)c2ccccc2)cc1 (stereo not drawn)	-2	-2	-9	3	-1.5	0.6	-0.5	5.0	0.0	0	1
Cc1ccc(NC(=O)C(=O)NCC2OCCc3ccccc32)cc1 (stereo not drawn)	-2	-2	1	5	-1.1	-0.6	-1.2	-1.8	0.1	2	-3
CCCc1c(C)c2cc(C)ccc2[nH]c1=O	-2	-9	6	-1	-1.1	0.3	-0.9	-1.0	-1.3	-1	0
O=S1(=O)CCN(CCCc2ccccc2)CC1	2	1	8	-7	-0.7	0.6	-1.3	-1.2	2.1	6	2
Cc1ccc2[nH]c(=O)c(CN(CCCN3CCOCC3)C(=O)NC3CCCCC3)cc2c1	-19	-19	-2	2	-0.5	-0.9	-1.8	-1.1	-0.1	0	-17
COc1ccc(NC(=O)N(CCc2ccccc2)Cc2cc3c(C)cc(C)cc3[nH]c2=O)cc1	2	1	3	2	-1.2	-1.4	0.2	0.8	-1.8	3	5
COC(=O)c1ccsc1NS(C)(=O)=O	-8	-2	3	11	-1.2	-0.3	1.9	-0.1	.	-7	-1
CC(C)Sc1n[nH]c(=O)n1-c1ccccc1	-10	-3	-5	5	-1.8	-0.3	-0.8	-1.1	0.8	0	-2
O=C(NC(=S)Nc1ccc2c(c1)OCCO2)c1cccc2ccccc12	4	11*	-4	-4	-1.5	-0.3	-0.3	2.8	-0.3	0	4
CC(C)CCNC(=O)NC(=O)COC(=O)C1=COCCO1	-4	-4	0	-5	-1.7	-1.0	-1.2	1.0	-1.3	-2	2
Cc1ccc(C)c(-n2nnnc2SCC(=O)Nc2cccc(-c3nnc4n3CCCCC4)c2)c1	-1	1	-2	2	-1.9	-1.2	0.8	-1.9	-2.7	-4	0
O=C(NC1CCS(=O)(=O)C1)c1cccc(S(=O)(=O)N2CCCCC2)c1 (stereo not drawn)	1	-1	5	2	-0.6	0.5	-1.5	0.1	-0.5	0	0
CCOc1ccc(S(=O)(=O)N2CCN(CC(O)COc3cccc([N+](=O)[O-])c3)CC2)cc1 (stereo not drawn)	3	0	1	2	-1.2	-0.5	2.6	-1.6	-0.2	-2	4
C=CCNC(=S)NNC(=O)c1ccc(OCCC)cc1	4	6	0	-3	-1.5	0.0	-1.0	1.6	0.1	1	3
COc1ccc(-c2noc(CCCC(=O)Nc3cccnc3)n2)cc1OC	-5	-2	-3	-2	-1.4	-0.4	-0.5	-1.9	0.1	1	6
CCN1CCN(C(=O)C2(NC(=O)Nc3cccc(F)c3)CCCCC2)CC1	1	-2	-3	0	-0.7	0.3	-1.6	0.1	-1.0	-2	2
COc1ccccc1C1NC(=O)NC(C)=C1C(=O)OC1CCCC(C)C1 (stereo not drawn)	-3	0	3	-1	-1.3	-0.6	-1.6	-0.6	-0.5	1	-3
CC(=O)OCC1OC(Nc2cccc(C)c2)C(OC(C)=O)C(OC(C)=O)C1OC(C)=O (stereo not drawn)	4	1	-5	3	-0.9	0.6	-2.0	-3.0	-0.6	-2	0
C/C(=N/NC(=O)c1ccc(O)cc1)c1cccc([N+](=O)[O-])c1	0	-4	-1	-3	-1.4	-0.3	0.7	4.4	-0.9	7	2
CC(C)c1nc2oc3c(NCc4cccnc4)ncnc3c2c2c1CCC2	-5	-8	5	0	-1.1	0.0	-1.9	0.7	-0.9	4	-2
COC(=O)[C@]12C[C@H](CC(=O)N3CCN(C(=O)c4ccco4)CC3)C(=O)N(Cc3ccc4c(c3)OCO4)C1=C[C@H](COCc1ccccc1)O[C@@H]2C	3	0	1	-3	-1.5	-0.3	-0.7	-1.4	.	2	0
CC1CCCN(CCCNC(=O)C2CC(=O)N(c3ccc(F)c(Cl)c3)C2)C1 (stereo not drawn)	3	-1	2	6	-0.6	0.2	1.5	-1.1	-0.5	2	4
Cc1cc(C)n(-c2nc(C)nc(NCc3ccccc3)n2)n1	1	-6	-2	-3	-1.2	-0.9	-1.6	0.5	0.2	0	-4
Nc1[nH]nc2nnc(-c3c(-c4ccccc4)nn4ccccc34)cc12	3	-5	-4	5	-1.9	.	-1.9	-2.6	.	.	6
CC(=O)Nc1cc(NC(=O)C2C3C=CC(C3)C2C(=O)O)ccc1Cl (stereo not drawn)	2	-3	0	0	-0.9	-0.4	-0.1	2.8	0.0	-5	-1
COc1cccc(CNC(=O)Cc2c(C(=O)O)[nH]c3ccccc23)c1	0	-4	1	-2	-0.3	0.4	2.1	-0.7	1.3	-2	2
COCCCN1C(=O)[C@H](CC(=O)NCc2cccs2)[C@]2(C(=O)OC)CCCCC=C12	3	0	-9	3	-0.7	0.6	-1.4	0.3	.	-2	-2
CC1(C)Cc2nc3sc(C(=O)NCCCO)c(N)c3cc2CS1	-227	0	-5	4	-1.2	0.9	1.0	7.2	5.0*	-1	-172
COc1ccc(C(=O)NCCN2C(=O)S/C(=C\c3cccnc3)C2=O)cc1[N+](=O)[O-]	-7	-1	-3	-2	-0.9	-1.0	-1.3	0.2	-1.2	7	3
N/C(=N\OC(=O)c1cccs1)c1cccc([N+](=O)[O-])c1	2	-5	-6	-2	0.4	0.6	1.7	5.8	0.7	11*	0
COc1cc2cc(CN(CCCN3CCOCC3)Cc3nnnn3Cc3ccccc3)c(=O)[nH]c2cc1OC	i	-223	-4	-3	-1.4	-0.1	-1.4	1.0	0.0	-4	-471
O=C(CCS(=O)(=O)Cc1ccc(Cl)cc1)NCCCN1CCOCC1	3	-3	-2	0	-2.2	-0.3	-2.7	-1.3	0.9	-2	5
COC(=O)c1ccc(OC(=O)/C=C/c2ccco2)cc1	-8	0	-3	0	-1.5	-0.2	0.3	-1.2	-0.8	-1	-1
O=C(NCc1ccccn1)c1cc2ccccc2oc1=O	-24	-40	1	2	-0.2	1.1	0.8	7.6	2.7	0	-25
COc1ccc(/C=C/C(=O)OCC(=O)NC2CCCC2)c(OC)c1	-5	-3	2	-8	-1.7	0.3	-1.9	-1.0	-0.7	7	-58
CCOC(=O)C1(Cc2ccccc2Cl)CCN(S(C)(=O)=O)CC1	-4	-1	4	-2	-1.9	-0.6	-1.4	2.1	0.1	-2	1
Clc1ccc(Cc2noc(Cc3ccccc3)n2)cc1Cl	-3	0	-1	1	-0.9	0.2	-1.2	5.0	0.2	0	3
COCCCn1c(-c2cccc(Cl)c2)nc2c1c(=O)[nH]c(=O)n2Cc1ccccc1	-6	-1	-4	-1	-1.2	0.1	0.1	1.6	-0.1	-1	2
COc1ccc(N2CCn3c2nc2c3c(=O)n(CCCc3ccccc3)c(=O)n2C)c(OC)c1	0	1	-4	1	-1.5	-2.1	-2.5	-4.6	-1.0	-4	5
Cc1onc(-c2ccccc2Cl)c1C(=O)Nc1cccc2nsnc12	-26	-2	20	3	-1.4	-0.6	-1.0	-1.5	-0.1	4	-19
O=C(NCCSc1ncc(-c2ccc(F)cc2)[nH]1)c1ccco1	-2	-4	-8	1	-0.4	1.0	-1.6	-1.6	-1.1	0	2
O=C1C[C@@H]2c3c(cccc3CN1Cc1ccccc1Cl)C[C@@H](O)[C@H]2O	1	-3	4	-7	-1.2	0.1	-1.5	0.7	-0.5	-1	-3
Cc1cc(C)c(/C=C(\C#N)S(=O)(=O)c2ccccc2)[nH]1	-5	2	2	-3	-1.8	-0.2	-1.9	-1.2	0.5	-2	2
N#C/C(=C/c1cc(Cl)c(O)c(Cl)c1)C(=O)N1CCCCC1	-17	0	5	1	-0.4	0.1	-2.9	-1.2	-1.1	-2	-4
Cc1ccc(S(=O)(=O)Nc2cc(C)c(O)c(Sc3n[nH]c(C)n3)c2)cc1	1	2	-2	2	-0.5	0.1	-2.3	-2.5	-0.2	0	-1
NNC(=O)c1ccncc1	-1	-3	5&5	-2	-0.5	1.4	-2.2	3.0	0.3	5	2

By substructure: the compounds so far containing a Cl atom
SMILES	PLCb3 inh	ADAM17 inh	Rev-erbA mod	MBD2 DNA inh	ssDAF12 agonist	DAX1 inh-1	hcDAF-12 act	hgDAF-12 ag	DAX1 inh-2	SMARCA2 act	PLCg1 inh
CCc1ccc2[nH]c(=O)c(CN(CCCN3CCOCC3)C(=O)Nc3ccc(Cl)cc3)cc2c1	-6	-7	3	10	-0.9	-0.4	-2.5	-0.2	1.6	-1	-6
CC1CCCN(CCCNC(=O)C2CC(=O)N(c3ccc(F)c(Cl)c3)C2)C1 (stereo not drawn)	3	-1	2	6	-0.6	0.2	1.5	-1.1	-0.5	2	4
CC(=O)Nc1cc(NC(=O)C2C3C=CC(C3)C2C(=O)O)ccc1Cl (stereo not drawn)	2	-3	0	0	-0.9	-0.4	-0.1	2.8	0.0	-5	-1
O=C(CCS(=O)(=O)Cc1ccc(Cl)cc1)NCCCN1CCOCC1	3	-3	-2	0	-2.2	-0.3	-2.7	-1.3	0.9	-2	5
CCOC(=O)C1(Cc2ccccc2Cl)CCN(S(C)(=O)=O)CC1	-4	-1	4	-2	-1.9	-0.6	-1.4	2.1	0.1	-2	1
Clc1ccc(Cc2noc(Cc3ccccc3)n2)cc1Cl	-3	0	-1	1	-0.9	0.2	-1.2	5.0	0.2	0	3
COCCCn1c(-c2cccc(Cl)c2)nc2c1c(=O)[nH]c(=O)n2Cc1ccccc1	-6	-1	-4	-1	-1.2	0.1	0.1	1.6	-0.1	-1	2
Cc1onc(-c2ccccc2Cl)c1C(=O)Nc1cccc2nsnc12	-26	-2	20	3	-1.4	-0.6	-1.0	-1.5	-0.1	4	-19
O=C1C[C@@H]2c3c(cccc3CN1Cc1ccccc1Cl)C[C@@H](O)[C@H]2O	1	-3	4	-7	-1.2	0.1	-1.5	0.7	-0.5	-1	-3
N#C/C(=C/c1cc(Cl)c(O)c(Cl)c1)C(=O)N1CCCCC1	-17	0	5	1	-0.4	0.1	-2.9	-1.2	-1.1	-2	-4
